Assay outcomes (PubChem BioAssay)
GRK2 inh: blocks RNA aptamer binding to human GRK2; AID 488847; bead flow cytometry, FAM-aptamer displacement from GRK2; 330,000 tested, 0.59% active; inhibition of aptamer binding, % at 10 µM;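 active means inhibition of aptamer binding above 40%, roughly 3 SD of noise, on plates passing a quality check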;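 further: median bead fluorescence of bound FAM aptamer so fluorescent compounds give negative values; no value below 0 was filed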
GLD-1 TGE inh: GLD-1-TGE RNA interaction inhibition (C. elegans); Q17339; purified GLD-1 + fluorescein TGE RNA, fluorescence polarization; inhibition, % at 5.96 µM; 320,000 tested, 0.44% active; AID 2280;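 active means percent inhibition above a per-plate cutoff, the plate mean of test compounds plus 3 SD, cut at about 30% in these data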;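 further: 0% = DMSO wells with GLD-1 and probe and 100% = wells lacking GLD-1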
CIT2-GFP yeast: yeast TOR pathway CIT2-GFP modulation. S. cerevisiae CIT2-GFP strain, flow cytometry, 3 h; 100 means same as DMSO wells. GFP response vs DMSO, % at 10 µM. 320,000 tested, 0.065% active. AID 2029;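 active means GFP response relative to DMSO above a set limit, near the screen mean plus 3 SD, cut at about 150% in these data; inconclusive means Fewer than 70 cells measured for a yeast strain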;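 further: ratio of well median GFP fluorescence to mean of DMSO wells on the plate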
MCL1 BIM primary: inhibitors of human MCL1 binding to BIM-BH3 peptide; Q07820; GST-MCL1 / FITC-Bim-BH3 fluorescence polarization; inhibition, % at 10.9 µM; 320,000 tested, 0.68% active;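 active means inhibition above the mean inhibition of all tested compounds plus 3 SD, set per campaign, cut at about 40% in these data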;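 further: 0% = DMSO wells and 100% = unlabeled Bim-BH3 peptide control; higher means more loss of mP so more displacement of Bim peptide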
Target sequence (Q07820 whole entry, looked up): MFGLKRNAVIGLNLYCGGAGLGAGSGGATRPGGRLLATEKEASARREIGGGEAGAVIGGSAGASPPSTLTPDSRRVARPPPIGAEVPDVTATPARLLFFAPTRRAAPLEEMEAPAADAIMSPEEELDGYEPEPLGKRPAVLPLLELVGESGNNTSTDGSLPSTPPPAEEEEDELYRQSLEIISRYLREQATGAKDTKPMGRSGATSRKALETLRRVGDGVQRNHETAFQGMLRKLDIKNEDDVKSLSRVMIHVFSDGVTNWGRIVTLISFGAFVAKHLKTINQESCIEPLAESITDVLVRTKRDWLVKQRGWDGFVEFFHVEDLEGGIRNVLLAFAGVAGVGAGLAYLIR
Bcl-xL primary: blocks human Bcl-xL binding to Bim BH3 peptide; inhibition, % at 10.9 µM; Q07817; 320,000 tested, 0.7% active; GST-Bcl-xL / FITC-Bim BH3 peptide fluorescence polarization;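 active means inhibition above the mean of all tested compounds plus 3 SD, cutoff set per campaign, cut at about 30% in these data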;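 further: 0% = DMSO wells and 100% = unlabeled Bim-BH3 peptide competitor; inhibitors lower millipolarization by displacing the labeled peptide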
Target sequence (Q07817 whole entry, looked up): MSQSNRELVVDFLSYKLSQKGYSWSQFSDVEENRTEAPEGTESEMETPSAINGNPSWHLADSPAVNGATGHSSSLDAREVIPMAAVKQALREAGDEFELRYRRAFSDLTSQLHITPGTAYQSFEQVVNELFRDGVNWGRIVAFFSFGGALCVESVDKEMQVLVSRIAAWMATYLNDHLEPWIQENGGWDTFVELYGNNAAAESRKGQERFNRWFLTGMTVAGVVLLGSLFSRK
Fam108B counter: Fam108B inhibition, counter-screen for RBBP9 inhibitors. recombinant Fam108B, FP-Rh probe fluorescence polarization. inhibition, % at 9.51 µM. 300,000 tested, 0.33% active. AID 1947;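 active means inhibition above the screen mean inhibition plus 3 SD, computed separately per campaign, cut at about 18% in these data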;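 further: inhibitors lower polarization as less probe binds the enzyme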
AGP1 TOR yeast: modulators of TOR pathway AGP1-GFP in S. cerevisiae | S. cerevisiae AGP1-GFP multiplex flow cytometry, 3 h; GFP as percent of DMSO wells | GFP response vs DMSO, % at 10 µM | AID 2066 | 320,000 tested, 0.02% active;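 active means GFP response relative to DMSO above a set limit, near screen average plus 3 SD, cut at about 150% in these data; inconclusive means fewer than 70 cells counted for the yeast strain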;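 further: median GFP channel fluorescence of the gated AGP1 strain per well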
MEX-5 binding: C. elegans MEX-5 TCR-2 RNA binding activity | MEX-5/FITC-TCR2 RNA binding, fluorescence polarization; stronger effect = lower value | activity score (negative = inhibition of binding), % at 10 µM | 300,000 tested, 0.38% active;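 active means inhibition past about -25% in most replicates, and total fluorescence under double the plate's negative control median, limit read from the data; inconclusive means replicates evenly split on the limit, or fluorescence at least double controls; inactive means too little inhibition in most replicates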;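 further: 0% = DMSO and -100% = 5 µM competing unlabeled TCR2 RNA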
Target sequence (Q9XUB2 whole entry, looked up): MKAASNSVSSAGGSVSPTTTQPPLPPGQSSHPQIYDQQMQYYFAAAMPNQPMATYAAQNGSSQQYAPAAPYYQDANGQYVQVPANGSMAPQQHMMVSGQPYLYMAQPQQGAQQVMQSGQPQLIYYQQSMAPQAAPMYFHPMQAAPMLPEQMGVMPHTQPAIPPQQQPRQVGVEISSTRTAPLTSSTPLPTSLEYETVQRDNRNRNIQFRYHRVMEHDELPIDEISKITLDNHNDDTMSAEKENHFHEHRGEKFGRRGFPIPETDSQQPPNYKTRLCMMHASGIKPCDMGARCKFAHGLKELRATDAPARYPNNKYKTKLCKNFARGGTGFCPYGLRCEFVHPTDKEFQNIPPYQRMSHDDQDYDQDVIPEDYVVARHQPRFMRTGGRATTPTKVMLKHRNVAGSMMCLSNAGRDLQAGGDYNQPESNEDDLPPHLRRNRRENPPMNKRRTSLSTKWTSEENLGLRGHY
VLA-4 inh: inhibition in a human VLA-4 binding assay; P13612; VLA-4 expressing cells, ligand binding flow cytometry; inhibition, % (about 7 µM as worked out from the volumes in the protocol); 330,000 tested, 0.2% active; AID 2557; in the data active means inhibition above about 50%
An asterisk follows results filed as active; ? = inconclusive; / = not tested or not shown.

No.	mol	GRK2 inh	GLD-1 TGE inh	CIT2-GFP yeast	MCL1 BIM primary	Bcl-xL primary	Fam108B counter	AGP1 TOR yeast	MEX-5 binding	VLA-4 inh
1	COc1ccc(CCNC(=O)C2CCCN(c3nc4ccccc4s3)C2)cc1OC (centres undefined)	0	7	106	-6	0	2	98	3.2	3
2	CCOc1ccc(CCNC(=O)Cn2nc(C)n3cccc3c2=O)cc1OCC	0	-3	105	7	3	2	99	-0.8	11
3	COc1ccc(Oc2ccc(C(F)(F)F)cc2NC(=O)c2ccc(C)cc2)cc1	2	-2	87	7	5	-3	102	2.7	11
4	CC(=O)Oc1ccc2occ(C(=O)c3cccs3)c2c1	0	-6	97	-2	5	0	100	-0.9	18
5	NC(=O)c1ccc(/C(N)=N/S(=O)(=O)c2cc(C(F)(F)F)cc(C(F)(F)F)c2)cc1	0	-2	95	-2	2	-2	106	1.3	7
6	COc1ccc(OC(=O)N2CCOCC2)cc1	0	0	101	-3	6	-1	99	-2.9	1
7	COc1cc2c(cc1NC(=O)C(c1ccccc1)c1ccccc1)CCCC2	0	-4	95	-5	2	-5	100	1.0	-10
8	CCOc1ccc(CNC(=O)c2ccc(Sc3ccc(Cl)cc3)c(NC(C)=O)c2)cc1	0	2	104	-2	2	-7	99	1.0	12
9	Cn1c(CCN2CCN(c3ccccn3)CC2)nc2cc(NC(=O)COc3ccc(Cl)cc3)ccc21	0	-3	103	3	4	1	99	0.3	32
10	CC(=O)Nc1ccc(/C=N/NC(=S)NC(C)C)cc1	2	7	114	13	6	-4	114	4.3	16
11	CCN(CC)C(=O)c1ccc(O)c(OC)c1	1	2	85	7	1	-4	90	-0.7	8
12	CCNS(=O)(=O)c1ccc(CCC(=O)N2CCN(c3cccc(Cl)c3)CC2)cc1	2	6	103	-8	0	2	103	0.3	7
13	CCOC(=O)N1CCN(C(=O)CN(C)S(=O)(=O)c2ccc(F)cc2)CC1	1	5	112	4	3	-2	103	-1.1	5
14	Cc1c(OCC(=O)N[C@@H](Cc2c[nH]c3ccccc23)C(=O)O)ccc2c1oc(=O)c1ccccc12	3	5	106	1	-2	0	104	-0.7	-16
15	O=C(NCc1ccccc1)C12CC3CC(CC(C3)C1)C2	1	0	/	-10	-3	2	87	2.2	25
16	COc1ccc(Cl)cc1N(C)C(=O)CCNC(=O)Cn1cnc2ccccc2c1=O	2	-2	110	-6	3	3	110	-2.0	7
17	N#Cc1ccccc1OCC(=O)OCC(=O)NC1CCCC1	1	2	104	2	-1	/	101	/	-4
18	CCOc1cc(C(=O)N/N=C/C(Br)=C/c2ccccc2)cc(OCC)c1OCC	0	2	99	6	2	-16	102	1.9	51*
19	CC(=O)N(c1ccc2oc(=O)sc2c1)S(=O)(=O)c1cccs1	0	8	91	14	9	3	97	1.4	6
20	COc1cc(C(=O)Nc2c(C)cc(C)cc2C)c(Br)c(OC)c1OC	3	5	104	2	-3	3	108	0.4	7
21	COc1ccc(N2CC(C(=O)OCC(=O)Nc3ccccc3C)CC2=O)cc1 (centres undefined)	2	0	105	-8	-2	-1	102	0.3	4
22	COc1cc(NC(=O)c2ccc(C)cc2)c(OC)cc1NC(=O)CN1CCCCC1	5	7	96	5	2	0	96	-0.4	8
23	COC(=O)C1=C(C)NC(=O)/C1=C\c1cc(C)n(-c2ccccc2C)c1C	1	8	101	19	18	9	99	-5.3	4
24	C[C@H](CO)N1C[C@H](C)[C@@H](CN(C)C(=O)NC2CCCCC2)Oc2c(NC(=O)Nc3ccccc3)cccc2C1=O	4	3	104	/	/	/	94	/	-11
25	CCCCCCSc1nsc(NC(=O)CCC)n1	1	5	104	5	2	-1	106	0.3	3
26	O=C(NCCCN1CCOCC1)C(=O)N/N=C/c1c2ccccc2cc2ccccc12	0	-4	99	1	3	1	101	-6.3	10
27	Fc1ccc(Cn2nnnc2CN2CCc3ccccc3C2)cc1	0	-3	101	0	4	2	98	-2.2	7
28	COc1cc(/C=C2\SC(=S)N(Nc3ccccc3)C2=O)cc(OC)c1OC	5	-3	105	13	6	7	101	-0.5	9
29	CC1(C)CC(=O)C(CC(=O)N2CCC(Cc3ccccc3)CC2)C(=O)C1	2	-11	88	8	3	1	94	0.5	12
30	COc1cc(S(=O)(=O)NC2CCCC2)ccc1Cl	0	-2	101	0	-1	1	/	2.6	17
31	Cc1ccnc(NC(=O)CCc2c(C)nc3ncnn3c2C)c1	0	2	85	3	-10	3	88	-2.1	1
32	CCOc1ccc(/C=N/Nc2ccccn2)cc1	0	-1	100	2	-2	0	98	1.4	-5
33	Cc1nc(C)c(-c2ccc(SCC(=O)Nc3cccc(Cl)c3)nn2)s1	3	3	93	7	4	-9	88	1.5	3
34	CCCN1CCc2c(sc(NC(=O)Cc3ccc(F)cc3)c2C(N)=O)C1	3	3	104	2	5	5	101	-0.3	40
35	COc1ccc(CN(C(=O)c2oc3ccccc3c2C)C2CCS(=O)(=O)C2)cc1 (centres undefined)	3	6	99	6	1	-4	97	0.6	1
36	Cc1ccc(C)c(OCCC(=O)NCCc2ccc(Cl)cc2)c1	2	3	98	2	6	3	100	1.4	19
37	Cc1cccc(OCc2nnc(SCC(=O)Nc3sc(C)c(C)c3C#N)n2C)c1	0	1	98	-7	-3	-3	104	-1.7	23
38	C/C(=N\NC(=O)c1nn(C)cc1Br)c1ccncc1	1	1	99	7	2	-6	102	0.3	20
39	Cc1ccc(CN2CCN(Cc3cccc4c3OCO4)CC2CCO)cc1 (centres undefined)	0	-3	/	5	2	-1	96	-1.0	-11
40	CCc1cccc(CC)c1NC(=O)Cn1c(-c2ccc(F)cc2)noc1=O	0	-2	99	1	3	-1	98	1.0	17
41	O=C(c1ccncc1)N1CCN(S(=O)(=O)c2ccc3ccccc3c2)CC1	3	9	107	11	2	-3	97	0.6	8
42	Cc1ccc(S(=O)(=O)N2CCN(C(=O)CSc3ccccn3)CC2)c(C)c1	0	9	86	9	9	0	102	-0.5	4
43	CC(=O)c1ccc(Nc2cc(C)nc3ncnn23)cc1	0	10	117	3	5	-3	104	3.3	-1
44	CC(C)COc1cccc(C(=O)Nc2ccc(CN3CCOCC3)cc2)c1	0	0	97	2	4	0	91	-2.5	-4
45	COc1cc(C)c(N)cc1C(C)C	0	7	102	5	7	1	109	-2.0	-11
46	Cc1cc(C)n(CC(=O)NC2CCCc3c2cnn3-c2ccc(C)c(C)c2)n1 (centres undefined)	0	-6	98	-4	9	6	103	-1.0	-3
47	O=C(NCc1cccs1)C1CC(O)CN1C(=O)Nc1ccccc1 (centres undefined)	5	-1	106	-11	-3	2	96	-3.9	13
48	CN(C)c1cccc(C(=O)NNC(=O)C23CC4CC(CC(C4)C2)C3)c1	2	4	99	/	/	/	99	/	18
49	C/C(=N\NC(=O)c1nonc1N)c1cccs1	0	8	99	9	1	10	101	-2.3	-8
50	CC(C)(C)c1ccc(C(=O)Nc2ccc(CN3CCS(=O)(=O)CC3)cc2)cc1	0	-13	100	-118	-5	2	101	2.3	12
51	COc1ccc(N(CC(=O)Nc2ccccc2SC)S(C)(=O)=O)cc1OC	0	7	108	-4	0	4	106	-1.1	8
52	Nc1nonc1C(=O)NCCNc1ccc([N+](=O)[O-])cn1	0	-3	101	0	5	-1	105	-0.1	2
53	O=c1cc(/C=C/c2c(F)cccc2Cl)[nH]c2ccccc12	1	1	99	1	2	-26	99	/	-4
54	COc1ccc([C@H]2C=C3CN(C(=O)OC(C)(C)C)S(=O)(=O)[C@H]3C[C@H]2OC(=O)c2ccc(C(F)(F)F)cc2)cc1	0	2	96	0	-4	-1	93	1.3	-7
55	CCCCn1c(=O)[nH]c(=O)c2c1nc(-c1ccccn1)n2CC	8	8	88	12	12	-3	93	-0.7	13
56	COc1cccc(N2C(=O)CC(N3CCc4ccccc43)C2=O)c1 (centres undefined)	5	4	85	4	0	-2	87	-1.7	17
57	CCOC(=O)NC(NC(=S)Nc1ccc(OC)cc1)C(Cl)(Cl)Cl (centres undefined)	1	7	106	7	2	-1	106	0.5	6
58	COC(=O)c1ccccc1NC(=O)c1ccccc1SC	3	-3	100	5	-3	-4	99	-0.6	-2
59	Nc1ccc(C#Cc2ccc3sc4ccccc4c(=O)c3c2)cc1	0	-6	99	2	4	22*	93	-1.2	-5
60	CC(C)N(Cc1ccc(F)cc1)C(=O)c1cc2ccccc2oc1=O	1	-1	97	-1	3	-4	101	-0.2	9

Carrying on.
No.	mol	GRK2 inh	GLD-1 TGE inh	CIT2-GFP yeast	MCL1 BIM primary	Bcl-xL primary	Fam108B counter	AGP1 TOR yeast	MEX-5 binding	VLA-4 inh
61	Cc1cc(C)cc(NC(=O)CSc2nnc(CNC(=O)c3ccco3)n2C)c1	0	-1	99	2	4	/	95	/	17
62	CCCCCCCCCCS(=O)(=O)N/N=C/c1ccccc1OC	0	2	99	14	10	-7	100	1.1	16
63	COc1cc2cnc(-c3ccccc3F)cc2cc1OC	0	4	82	/	/	/	93	/	10
64	CCNC(=O)/C(=C\C=C\c1ccccc1)NC(=O)c1ccc(Br)o1	4	-13	93	-21	-12	-2	90	1.0	4
65	CCC(Sc1nc2ncccc2[nH]1)C(=O)NC1CCCC1 (centres undefined)	0	-3	101	-2	1	-3	103	1.5	-1
66	COc1cccc(CN(C)C(=S)Nc2ccc(C)c(C)c2)c1	3	-5	?	1	3	-1	?	0.4	1
67	O=C1NC(c2ccccc2)=NC1(NS(=O)(=O)c1ccc(Cl)cc1)C(F)(F)F (centres undefined)	0	12	106	-5	-1	-2	104	-0.8	13
68	CCc1ccc(NC(=O)C(C)OC(=O)/C=C/c2cccc([N+](=O)[O-])c2)cc1 (centres undefined)	1	0	94	1	4	3	96	-1.1	-11
69	COc1ccc(CN2CCNC(=O)C2CC(=O)N2CCc3ccccc3C2)c(OC)c1 (centres undefined)	0	8	88	8	8	2	101	-1.3	-11
70	COc1ccc(S(=O)(=O)N2CCOCC2)cc1NC(=O)CSc1ccccc1	2	1	97	-6	3	-2	100	-4.1	0
71	c1cc2c3c(cccc3c1)C(N1CCOCC1)=N2	0	45*	92	31	29	1	107	-19	1
72	COc1ccc(NC(=O)C2CCCN2S(=O)(=O)c2ccc(F)cc2)cc1 (centres undefined)	0	-7	103	-6	-5	-3	101	0.7	11
73	Cc1cc(NC(=O)CCC(=O)N(Cc2ccco2)C(C(=O)NC2CCCCC2)c2cccs2)no1 (centres undefined)	0	-4	94	-3	-2	-9	100	-0.1	7
74	CC(O/N=C\c1ccccc1O)C(=O)Nc1ccccc1C(=O)N1CCOCC1 (centres undefined)	4	11	?	6	1	-2	?	0.0	10
75	CC1CN(C(=O)c2ccc(COc3ccccc3Br)o2)CC(C)O1 (centres undefined)	0	0	101	4	2	0	97	-0.2	-2
76	Fc1cccc(Nc2nc3ccccc3n3cnnc23)c1	4	0	94	0	-2	-1	85	2.7	-8
77	S=C(NCc1ccc(Cl)cc1)NCc1ccco1	2	/	84	/	/	/	93	3.2	0
78	CCOC(=O)C[C@H]1c2ccccc2S(=O)(=O)N1c1ccccc1	0	0	105	-3	0	1	69	1.8	-1
79	COC(=O)c1cccc(C23CC4(C2)[C@H](CN(C)[C@@H]4c2ccccc2)C3c2ccccc2)c1 (some centres undefined)	0	-1	99	2	-1	4	100	-1.1	-5
